Screens deposited in PubChem BioAssay by NCI.
Growth percent in the NCI-60 one-dose screen (48 h, 10 µM unless noted): 100 = growth as untreated, 0 = no growth, -100 = all killed.
MDA-MB-468 – MDA-MB-468 breast cancer; 8.5% of 78,000 active
T-47D – T-47D breast cancer; 5% of 79,000 active; AID 1794792
HS 578T – HS 578T breast cancer | 4.1% of 78,000 active | AID 1794788
BT-549 – BT-549 breast cancer. AID 1794793. 4.4% of 78,000 active
SK-MEL-28 – SK-MEL-28 melanoma. 4.1% of 81,000 active. AID 1794761
MCF7 – MCF7 breast cancer | 6.3% of 82,000 active | AID 1794796
MDA-MB-231 – MDA-MB-231 breast cancer. 5% of 81,000 active
LOX IMVI – LOX IMVI melanoma. 7.4% of 79,000 active. AID 1794757
An asterisk follows results filed as active; x = not tested or not shown. The calls were made as follows: active = growth percent below 10; inactive = the rest. Rows were taken by chance. About 12% of those tested had a hit in this group.

compound,BT-549,HS 578T,MCF7,MDA-MB-231,LOX IMVI,T-47D,SK-MEL-28,MDA-MB-468
COc1ccc2c(c1OCC#CC#Cc1ccsc1)C(=O)O[C@@H]2[C@H]1c2c(cc3c(c2OC)OCO3)CCN1C,91,99,83,84,88,80,102,75
CC/C(=N\NS(=O)(=O)c1ccc(C)cc1)c1ccc(OC)cc1,x,105,110,108,92,100,110,117
Cc1ccc(NC(=O)/C(CC(=O)c2c[n+](=O)c3ccccc3n2O)=N\NC(=O)C[n+]2ccccc2)cc1,110,97,69,83,100,77,120,93
CCCCOC(=O)c1cc2c3ccccc3oc(=O)c2c2nc3ccccc3n12,105,94,86,71,91,92,115,99
COc1ccc(CNCCN2C(=O)c3ccc4c5c(ccc(c35)C2=O)C(=O)N(CCNCc2ccc(OC)cc2)C4=O)cc1,x,-41*,-79*,-17*,-75*,-19*,-96*,-94*
O=C(/C=C/c1ccc(Cl)cc1)c1ccc(Br)cc1,102,124,26,102,83,80,96,107
COc1cccc(C(=O)NNC(=O)c2ccccc2)c1,107,108,100,96,98,101,111,99
O=C1CCSC(=S)N1CCCCN1C(=O)CCSC1=S,111,110,63,133,97,77,112,74
CCOC(=O)c1cn[nH]c1C,121,127,108,114,98,113,110,104
C=C(C)[C@H]1C[C@@]2(OC)O[C@@]3(C=C2C(=O)OC)[C@H]2[C@@H]4[C@H](C[C@@]2(C)O)OC(=O)[C@@]43CC1=O,101,103,94,98,93,98,108,110
COc1ccc(C2=NN(C(=O)c3cc(OC)c(OC)c(OC)c3)C(c3c(Cl)cccc3Cl)C2)cc1OC (stereo not drawn),77,67,63,66,77,63,101,91
Cc1ccc(C(C)C)c(OC(=O)Nc2ccc(Br)cc2)c1,85,99,97,108,76,92,101,105
Cc1ccc(O)c(CN(C)Cc2cc(C)ccc2O)c1,101,111,91,95,93,96,101,90
COc1cc(NC(=O)CSc2nc3ccc(Cl)cc3c(=O)n2-c2ccccc2)cc(OC)c1OC,79,81,99,78,91,85,97,x
CCN1CCN(c2nc(NNC(=O)Cc3ccccc3)nc(N3CCN(C(c4ccccc4)c4ccccc4)CC3)n2)CC1,88,96,34,83,-55*,30,93,12
CC1=Nc2cnc(Nc3ccc(OCCN4CCCC4)cc3)nc2Nc2ccccc21,88,41,75,60,52,61,94,57
O=C(/C=C/c1ccccc1)c1ccc2ccccc2c1,x,145,50,94,89,47,108,48
O=C(OCc1ccccc1)ON1C(=O)C2C3C=CC(C3)C2C1=O (stereo not drawn),235,121,108,111,101,97,124,119
O=C(Cn1cc(CN2C(=O)c3ccccc3S2(=O)=O)nn1)Nc1ccc(Br)cn1,97,111,88,109,95,89,103,120
CCN(CC)CCC(=O)NCc1cn(-c2ccc3cc4ccc(-n5cc(CNC(=O)CCN(CC)CC)nn5)cc4nc3c2)nn1,107,114,105,117,97,109,118,121
CCON1C(=O)C2(CCCCC2)C(=O)C12C=CCCC2 (stereo not drawn),106,107,106,113,97,94,112,108
N#Cc1c(Cl)nc(NS(=O)(=O)c2ccccc2)nc1-c1ccc(Cl)cc1,120,98,99,93,101,113,120,131
Cc1cccc(C(=O)C=C(C(F)(F)F)C(F)(F)F)c1,99,124,97,104,98,95,108,112
CCOc1cc(/C=C/C(=O)C(C(=O)/C=C/c2ccc(OC(=O)CNc3nnc(C)s3)c(OCC)c2)C(=O)CNc2nnc(C)s2)ccc1OC(=O)CNc1nnc(C)s1,-56*,10,-6.0*,-37*,-100*,68,-69*,x
C=C1CCC2C3(C)COC(c4cccs4)OC3CCC2(C)C1C/C=C1/C(=O)CCC1OC(C)=O (stereo not drawn),102,90,60,106,53,88,107,82
CCN(CC)CCn1c(CO)nc2c1c(=O)n(C)c(=O)n2C,x,98,96,112,96,98,116,85
CSc1ccc(N(C)c2nc(C)nc3c2CCC3)cc1,24,30,16,10,10,65,x,47
C=CC(=O)Nc1ccc(Oc2nccc(Nc3nnc(-c4ccc(Br)cc4)s3)n2)cc1,122,93,75,98,100,81,103,102
COc1ccc(CNC(=O)Cn2c(-c3cncs3)nc3ccccc32)cc1,106,125,103,117,96,95,113,88
CC1N(NC(=O)Nc2ccc(F)cc2)C(=O)c2ccccc2N1C (stereo not drawn),110,104,89,110,97,101,103,107

The final 5 entries of the section above are carried over, then new ones follow.
compound,BT-549,HS 578T,MCF7,MDA-MB-231,LOX IMVI,T-47D,SK-MEL-28,MDA-MB-468
CCN(CC)CCn1c(CO)nc2c1c(=O)n(C)c(=O)n2C,x,98,96,112,96,98,116,85
CSc1ccc(N(C)c2nc(C)nc3c2CCC3)cc1,24,30,16,10,10,65,x,47
C=CC(=O)Nc1ccc(Oc2nccc(Nc3nnc(-c4ccc(Br)cc4)s3)n2)cc1,122,93,75,98,100,81,103,102
COc1ccc(CNC(=O)Cn2c(-c3cncs3)nc3ccccc32)cc1,106,125,103,117,96,95,113,88
CC1N(NC(=O)Nc2ccc(F)cc2)C(=O)c2ccccc2N1C (stereo not drawn),110,104,89,110,97,101,103,107
COc1cc(C2Nc3c(c(C(C)(C)C)nn3-c3ccccc3)C(=O)CS2)cc(OC)c1OC (stereo not drawn),121,109,98,107,99,96,121,103
SCCNC1CCCCC1,x,110,122,98,103,100,109,103
Clc1ccc2c(OCCCN3CCOCC3)c3oc4ccccc4c3nc2c1,80,38,10,32,13,41,42,21
OC(CO/N=C/c1ccc(OC(F)F)c(OC2CCCC2)c1)CN1CCOCC1 (stereo not drawn),81,93,95,89,90,x,114,92
CN1CCCC(Nc2ccncc2CO)C1 (stereo not drawn),105,111,101,104,100,94,103,104
CCC1(N)COC(c2ccccc2)OC1 (stereo not drawn),x,115,95,102,103,112,101,108
O=C(/C=C/c1ccc2ccccc2c1)Nc1ncc(Cc2ccccc2)s1,73,29,50,29,x,26,85,64
CCC(C)[C@H]1O[C@]2(CC[C@@H]1C)C[C@@H]1C[C@@H](C/C=C(\C)[C@@H](OC3C[C@H](OC)C(O[C@H]4C[C@H](OC)[C@@H](O)[C@H](C)O4)[C@H](C)O3)[C@@H](C)/C=C/C=C3\CO[C@@H]4[C@H](O)C(C)=C[C@@H](C(=O)O1)[C@]34O)O2 (stereo partly drawn),-26*,26,6.7*,-16*,-83*,18,-17*,10
O=S(=O)(O)c1ccc(Sc2ccc(S(=O)(=O)O)cc2)cc1,104,89,98,103,96,103,96,105
Nc1ccc(-c2cc3c(Nc4ccc(Oc5cccc(C(F)(F)F)c5)c(Cl)c4)ncnc3s2)cc1,73,83,35,95,50,44,83,-9.8*
Cc1ccc(/C=C2\C(=O)N(C)c3ccc(-c4cc(F)c(F)c(F)c4)cc32)s1,x,58,59,83,66,69,96,78
COc1ccccc1-[n+]1cc(-c2ccc(-c3ccccc3)cc2)n2c1CCCCC2,-1.4*,22,4.7*,19,11,-5.1*,28,-24*
Cn1ccc(=Nc2ccc(NC(=O)c3ccc(N=c4ccn(C)c5ccc([N+](=O)[O-])cc45)cc3)cc2)cc1,56,100,56,57,56,55,87,-2.2*
Nc1ccc2c(c1)S(=O)(=O)c1cc(O)ccc1O2,93,105,114,98,107,93,106,96
O=C1Nc2ccccc2/C1=N/N=C/c1c[nH]c2ccccc12,93,15,72,60,68,61,96,85
C[C@H](O)[C@H]1CCC(=O)[C@]23CC(=O)[C@@H]4C[C@@H](O)[C@@H](O)C[C@]4(C)[C@H]2CC[C@]13C,98,103,94,99,100,98,101,95
CC(=O)O[C@H]1CC[C@]2(C)[C@H]3CC[C@@H]4[C@H]5[C@H](C(C)C)CC[C@]5(C(=O)OCC(CO)(CO)N=C(N)N)CC[C@@]4(C)[C@]3(C)CC[C@H]2C1(C)C,108,94,4.0*,42,-49*,45,85,-26*
Nc1c(C(=O)Nc2cccc(Cl)c2)sc2nc3c(cc12)CCCC3,93,98,72,93,93,81,91,74
CCCCCCCCCCCCCCCCCCOc1ccccc1N,-5.3*,84,75,25,39,x,97,101
O=C(c1c[nH]c2ccccc12)c1n[nH]c(=S)n1-c1ccc(Cl)cc1,115,100,55,98,97,44,121,97
CN1CCN(Cc2ccc(NC(=O)c3[nH]ncc3Nc3ccnc4ccsc34)cc2)CC1,63,55,13,13,0.6*,66,55,18
S=C(N/N=C\c1cccs1)N/N=C/c1cccs1,x,116,54,91,79,58,86,62
CC(C)C(=O)Nc1ccc(C(=O)NC(=S)Nc2ccc(C(=O)O)cc2)cc1,79,99,100,104,101,99,102,96
CCOC(=O)C1=C(C)NC(=O)NC1c1cc(=O)oc2c1ccc1ccccc12 (stereo not drawn),87,96,96,95,93,85,98,106
O=C(Nc1cccc(-n2cc(-c3ccncc3)c(-c3ccc(O)c(Cl)c3)n2)c1)c1cc(C(F)(F)F)cc(C(F)(F)F)c1,80,60,27,-45*,37,26,71,62
CCCCCCCCCN1C(=O)/C(=c2\sc3n(c2=O)C2C(NN=3)N(CC)C(=O)N2CC)c2ccccc21 (stereo not drawn),82,27,28,64,19,x,41,38
COc1ccccc1NC(=O)Nc1ccc(-c2nc3ccccc3o2)cc1,92,99,99,99,98,68,111,101
CCCCOc1ccccc1/C=C1/SC(N2CCC(C)CC2)=NC1=O,93,93,82,83,97,54,103,91
COc1ccc(NC(=O)C(=O)c2c[nH]c3ccc(F)cc23)cc1,x,104,86,95,105,x,109,95
C#CC[C@@H]1C[C@]2(C)[C@H]3CC[C@@H]4[C@H]5C(C(=C)C)CC[C@]5(C(=O)NCCCCN)CC[C@@]4(C)[C@]3(C)CC[C@H]2C(C)(C)[C@H]1OC(C)=O (stereo partly drawn),41,-26*,-72*,-81*,-83*,x,68,-54*

A different layout for two compounds above.
Under each structure: BT-549 | HS 578T | MCF7 | MDA-MB-231 | LOX IMVI | T-47D | SK-MEL-28 | MDA-MB-468
O=C(/C=C/c1ccccc1)c1ccc2ccccc2c1
    x | 145 | 50 | 94 | 89 | 47 | 108 | 48
Cc1ccc(NC(=O)/C(CC(=O)c2c[n+](=O)c3ccccc3n2O)=N\NC(=O)C[n+]2ccccc2)cc1
    110 | 97 | 69 | 83 | 100 | 77 | 120 | 93

Next part:
compound,BT-549,HS 578T,MCF7,MDA-MB-231,LOX IMVI,T-47D,SK-MEL-28,MDA-MB-468
O=C(NC1CCCCC1)C(c1ccc(F)cc1)N(C(=O)C1CCc2cc(F)ccc2O1)c1ccc(F)cc1F (stereo not drawn),84,97,92,102,91,92,109,115
CNC(=O)N1N=C(c2ccc(N)cc2)c2cc3c(cc2CC1=O)OCCO3,98,103,100,106,104,92,116,x
CCOC(=O)c1c(C)nc2c(c1N)C(=O)C(=O)N2Cc1ccc(OC)cc1,81,79,19,80,61,49,77,95
CC(C)(C)c1cc(=O)[nH]c(SCC(=O)NCCc2ccc(S(N)(=O)=O)cc2)n1,108,91,97,102,97,95,105,97
Oc1cccnc1Cl,109,107,97,99,94,86,111,105
CC(C)N(C(=O)c1ccc([N+](=O)[O-])cc1)C(C)C,x,96,92,103,103,79,104,97
CCCOC(=O)COc1ccccc1,115,119,99,102,101,98,104,104
c1ccc(C2NCCO2)cc1 (stereo not drawn),x,96,100,91,99,x,112,98

An excerpt from above in order of count of non-hydrogen atoms, smallest number first:
compound,BT-549,HS 578T,MCF7,MDA-MB-231,LOX IMVI,T-47D,SK-MEL-28,MDA-MB-468
CC(C)(C)c1cc(=O)[nH]c(SCC(=O)NCCc2ccc(S(N)(=O)=O)cc2)n1,108,91,97,102,97,95,105,97
CCCCOC(=O)c1cc2c3ccccc3oc(=O)c2c2nc3ccccc3n12,105,94,86,71,91,92,115,99
C=C(C)[C@H]1C[C@@]2(OC)O[C@@]3(C=C2C(=O)OC)[C@H]2[C@@H]4[C@H](C[C@@]2(C)O)OC(=O)[C@@]43CC1=O,101,103,94,98,93,98,108,110
